PV pol inh – poliovirus RNA polymerase inhibition. P03300. poliovirus polymerase elongation, fluorescence polarization; active compounds read low. % elongation, % (compound at 16.7 µg/mL). 0.66% of 150,000 active; in the data active means % elongation below about 90%; further: some results filed as inactive read as strong as hits
Target sequence (P03300 1749-2209 limits assumed): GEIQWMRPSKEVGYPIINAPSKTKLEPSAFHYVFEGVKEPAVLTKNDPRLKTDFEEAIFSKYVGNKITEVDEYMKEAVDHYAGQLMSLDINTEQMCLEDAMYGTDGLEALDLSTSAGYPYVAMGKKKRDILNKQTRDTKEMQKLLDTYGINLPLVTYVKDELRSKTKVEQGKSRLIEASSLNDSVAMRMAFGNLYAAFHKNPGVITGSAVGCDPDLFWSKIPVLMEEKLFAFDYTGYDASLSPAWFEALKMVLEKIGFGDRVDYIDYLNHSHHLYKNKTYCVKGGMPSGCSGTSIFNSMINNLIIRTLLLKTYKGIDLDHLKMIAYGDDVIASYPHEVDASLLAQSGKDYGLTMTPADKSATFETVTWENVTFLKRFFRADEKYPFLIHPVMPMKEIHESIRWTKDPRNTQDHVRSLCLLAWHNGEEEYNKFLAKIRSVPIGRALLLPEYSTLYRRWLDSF
PV pol inh FP z-score – second read-out of PV pol inh, no call of its own (marks repeat the call); z-score; measured here: FP z-score; hits read low
* hit, by the source's call; & = joins results of further samples. A portion of the library; rates above refer to the full screens.

SMILES | PV pol inh | PV pol inh FP z-score
Cc1onc(-c2c(F)cccc2Cl)c1-c1nc(-c2ccccc2)no1 | 103.0 | 0.4
COc1cccc(/C=C/C(=O)C2C(=O)c3ccccc3C2=O)c1 | 97.0 | -1.8
Cc1cn2c(=O)cc(COc3ccc(NC(=O)COc4ccccc4)cc3)nc2s1 | 103.0 | -0.3
CC12CN3CC(C)(CN(C1)C3(C)CSc1c[nH]c3ccccc13)C2=O (stereo not given) | 99.0 | -1.1
CC1CN(C(=O)N2CCC(C(=O)NCc3ccccc3F)CC2)c2cc(Cl)ccc2O1 (stereo not given) | 111.0 | 0.7
CC1CCCCN1C(=O)CCn1cnc2onc(-c3ccc(F)cc3)c2c1=O (stereo not given) | 103.0 | 0.1
O=C(OCC(=O)N1CCC(Cc2ccccc2)CC1)c1ccc(O)cc1 | 102.0 | -0.1
CC(=O)N1c2c(cc(Br)cc2S(=O)(=O)N2CCN(c3cc(C)ccc3C)CC2)CC1C (stereo not given) | 108.0 | 0.9
CSc1ccc(C2OC(=O)C(=Cc3ccc(C)o3)C(=O)O2)cc1 (stereo not given) | 97.0 | -1.7
O=C(O)c1ccc(COc2ccc3c(c2)CCC3)o1 | 99.0 | -0.8
CC(=Nc1ccc(N(C)C)cc1)C1=C(O)c2ccccc2C1=O | 101.0 | 0
Cc1ccc(N2C(=O)c3ccccc3C2Nc2ccc(S(=O)(=O)N3CCCCCC3)cc2)nc1 (stereo not given) | 100.0 | -0.3
CN(C)CCNC(=O)Cc1ccc(NC(=O)N2CCCCc3ccccc32)cc1 | 107.0 | 0.2
CCc1ccc(NC(=O)CCNS(=O)(=O)c2ccc3c(c2)oc(=O)n3C)cc1 | 104.0 | -0.3
COc1cc(C(=O)Oc2ccc3c(c2)OCO3)ccc1OCc1c(C)noc1C | 103.0 | 0.1
Cc1ccc(C(=O)NCC(c2ccc3c(c2)OCO3)N2CCN(C)CC2)cc1C (stereo not given) | 104.0 | -0.8
COc1cc(CNC(=O)CSCc2nc3cccnc3n2C2CCCCC2)cc(OC)c1OC | 110.0 | 0.6
CCc1nc2cc(Cl)c(Cl)cc2nc1CC | 102.0 | 0.3
Cn1c(Cc2ccsc2)nnc1Sc1nc2ccc(Cl)cc2s1 | 107.0 | 0.9
O=C1C2=C(NC(=S)NC2c2ccccc2)c2ccccc21 (stereo not given) | 105.0 | 0.2
CC(Sc1ncnc2sc3c(c12)CCC3)C(N)=O (stereo not given) | 99.0 | -0.8
CC(=O)NC(C)C1CC2CCC1C2 (stereo not given) | 100.0 | -0.1
CCOc1ccc(OCC)c(CC(C#N)C(=O)OC)c1 (stereo not given) | 99.0 | -0.2
c1ccc(-n2c(SCCN3CCOCC3)nnc2-c2ccncc2)cc1 | 100.0 | -0.2
CC(=O)c1sc(NC(=O)c2c(-c3ccccc3)c(-c3ccccc3)nn(C)c2=O)nc1C | 104.0 | -0.5
O=C(NCC1CCCO1)c1ccc(Cn2c(=S)[nH]c3ccccc3c2=O)cc1 (stereo not given) | 103.0 | 0.4
COc1ccc(Cn2c(=O)[nH]c3cc(C(=O)NC4CCCC4)ccc3c2=O)cc1 | 99.0 | -0.2
Cc1cccc(Oc2coc3cc(O)ccc3c2=O)c1 | 104.0 | 0.5
COc1ccc2[nH]cc(CCNC(=O)Nc3ccccc3C)c2c1 | 104.0 | 0.1
O=C(NN1CC(=O)N(c2ccccn2)C1=O)C(c1ccccc1)c1ccccc1 | 100.0 | -0.8
C=CCNC1CCS(=O)(=O)C1 (stereo not given) | 103.0 | 0.3
N#CCSC1=Nc2ccccc2C2=NC(CCC(=O)NCc3ccccc3)C(=O)N12 (stereo not given) | 102.0 | 0.1
Cc1cc(-c2ccc(S(=O)(=O)Nc3cccc(Br)c3)cc2)on1 | 107.0 | 2.1
Cn1c(=O)c2c(nc(NCCc3ccccc3)n2Cc2ccccc2Br)n(C)c1=O | 112.0 | 0.2
Cc1c(C(=O)NCc2ccc(F)cc2)oc2ccc(S(=O)(=O)N3CCCCC3)cc12 | 106.0 | -0.4
COC(=O)c1cc(=O)n(C)c(=Nc2ccc(F)c(F)c2)s1 | 101.0 | 0.3
CCCN1CCCc2cc(CN(CCCN3CCOCC3)C(=O)Nc3ccc(CC)cc3)ccc21 | 105.0 | -0.2
OC1(C(F)(F)F)CC(c2cc3ccccc3o2)=NN1 (stereo not given) | 100.0 | -0.2
O=C(NC1CCCC1)c1ccc(CSc2nc3cccnc3n2Cc2ccc(F)cc2)cc1 | 106.0 | -0.5
CN(C(=O)CN1CCC(NC(=O)c2ccccc2Br)CC1)C1CCCCC1 | 103.0 | 0.7
Cn1c(=O)c2c(SCC(=O)Nc3nccs3)ccnc2n(C)c1=O | 103.0 | 0.1
O=C1/C(=C/c2ccncc2)CCC/C1=C\c1ccncc1 | 98.0 | -0.3
Cc1nc2ccccc2c(=O)n1CC(=O)N(C1CCCCC1)C1CCCCC1 | 105.0 | 1
Nn1c(SCc2ccccc2)n[nH]c1=S | 96.0 | -0.2
Cc1sc(NC(=O)c2ccco2)c(C(c2ccccc2)N2CCCC2)c1C (stereo not given) | 103.0 | 0
CCN(CC)c1nn2nnnc2c2ccccc12 | 101.0 | 0.1
CN1CCN(NC(=O)COc2ccc(-c3ccccc3)cc2)CC1 | 101.0 | 0.2
Cc1ccccc1NC(=O)CSC1=C(C#N)C(c2ccccc2C)C2=C(CCCC2=O)N1 (stereo not given) | 99.0 | -0.7
Cn1ccnc1SCC1CCCCO1 (stereo not given) | 101.0 | -0.4
N#CCc1nc(-c2ccc(Br)cc2)cs1 | 101.0 | -0.5
CCOC(=O)c1c(C)[nH]c(CCC(=O)Nc2cc(Cl)ccc2OC)c1C | 113.0 | 0.9
O=S(=O)(c1ccccc1)N1CCN(C2CCCCCCC2)CC1 | 101.0 | -0.1
O=C(c1ccco1)N1CCN(Cc2cccnc2)CC1 | 104.0 | 0.6
CSc1nc2sc3c(c2c(=O)n1-c1ccccc1C)CCCC3 | 104.0 | 0
COc1cc(NS(=O)(=O)c2cc3[nH]c(=O)[nH]c3cc2C)cc(OC)c1OC | 101.0 | -1.4
CCN(CCCn1c(=S)[nH]c2cc3c(cc2c1=O)OCO3)c1cccc(C)c1 | 103.0 | 0.4
c1ccc(SCc2nnc(-c3ccccc3)o2)cc1 | 104.0 | 0.9
CCOC(=O)c1nn(-c2ccc(OC)cc2)c(C(=O)OCC)c1NC(=O)c1c(Br)cnn1C | 106.0 | 0.8
O=S(=O)(N=Nc1c(O)[nH]c2ccccc12)c1ccccc1 | 103.0 | 0.2
Cc1cc(Cl)nc(-c2ccccc2)n1 | 100.0 | -0.3
New compounds follow.
SMILES | PV pol inh | PV pol inh FP z-score
O=C(COc1ccc(S(=O)(=O)N2CCOCC2)cc1)N1CCN(Cc2ccc3c(c2)OCO3)CC1 | 99.0 | -0.8
CN(Cc1ccccc1)S(=O)(=O)c1ccc2c(c1)OCC(C(=O)N1CCCC1)O2 (stereo not given) | 99.0 | -0.6
Cc1ccc(CN(C(=O)c2ccc([N+](=O)[O-])cc2)c2ccccn2)cc1 | 109.0 | 0.2
COc1cccc2c(CCN)c[nH]c12 | 89.0* | -1.4*
COc1ccc(CNC(=O)C(C)N2CCN(c3ccc(C(F)(F)F)cn3)CC2)cc1 (stereo not given) | 101.0 | -0.3
COC(CNC(=O)c1cc2c(C)nc3ccccc3c2o1)OC | 99.0 | -0.5
CN(C)CCN=c1cc(-c2ccccc2)oc2ccc(Cl)cc12 | 95.0 | -1.7
COc1ccc(N(C(=O)c2ccccc2)S(=O)(=O)c2ccc3c(c2)n(C)c(=O)n3C)cc1 | 104.0 | -0.1
COc1ccc(CNC(=O)c2ccc(C)c(C)c2)cc1 | 109.0 | 0.9
COc1ccc(-c2onc(C)c2-c2ccc3c(c2)OCCO3)c(O)c1 | 103.0 | 0.2
CNC(=O)CSc1nc2ccc(C)cc2[nH]1 | 101.0 | 0
O=C(CC1COc2ccccc2O1)NC1CCCCC1 (stereo not given) | 102.0 | 0.6
O=C(Cc1nc(O)cs1)c1ccccc1 | 104.0 | 0.6
Cc1cc(C)c(NC(=O)Cn2c(=O)n(CCC(=O)NCc3ccc4c(c3)OCO4)c(=O)c3ccccc32)c(C)c1 | 102.0 | -1.2
COc1cccc(C(CC(=O)Nc2cccc3ccccc23)NC(=O)c2ccccc2)c1 (stereo not given) | 112.0 | 0.8

The closing two compounds of the part before lead into the next.
SMILES | PV pol inh | PV pol inh FP z-score
Cc1cc(C)c(NC(=O)Cn2c(=O)n(CCC(=O)NCc3ccc4c(c3)OCO4)c(=O)c3ccccc32)c(C)c1 | 102.0 | -1.2
COc1cccc(C(CC(=O)Nc2cccc3ccccc23)NC(=O)c2ccccc2)c1 (stereo not given) | 112.0 | 0.8
CC1Cc2cc(C(=O)Cn3nnc4ccccc4c3=O)ccc2N1S(C)(=O)=O (stereo not given) | 103.0 | 0
CC(C)c1ccc(NC(=O)c2cc3c(s2)-c2ccccc2SC3)cc1 | 105.0 | -0.9
C=CCn1c(CSc2nc3ccccc3s2)nnc1SCC(=O)NCc1ccco1 | 99.0 | -0.1
O=C(OCC(=O)N1CCCCC1)c1sc2ccccc2c1Cl | 102.0 | -0.1
Cc1csc(SCC(=O)Nc2cc(C(C)(C)C)no2)n1 | 104.0 | 0.1
Cc1ccccc1C(=O)N1CCN(CCc2ccccn2)CC1 | 106.0 | -0.1
CCn1c(CSc2nc3ccccc3s2)nnc1SCC(=O)OC(C)(C)C | 106.0 | 0.8
O=C1c2ccccc2C(=O)c2ccccc21 | 102.0 | 0.5
CN(C)CCCNc1nc(-c2ccccc2)c2c(c1C#N)CC(C)(C)OC2 | 103.0 | 0.2
O=C1/C(=C/c2c(N3CCCCC3)nc3ccccn3c2=O)SC(=S)N1Cc1ccco1 | 92.0 | -1.7
Nc1ncc(N=Nc2cc(C(=O)O)ccc2Cl)s1 | 94.0 | -1.6
COC(=O)c1sccc1-c1ccc(-c2ccn(S(=O)(=O)c3ccc(Cl)cc3)n2)o1 | 98.0 | -0.9
CS(=O)c1nc(-c2cccs2)cc(-c2ccccc2)c1C#N (stereo not given) | 102.0 | 0.2
Cc1cc(C)n(-c2ccc(C(=O)OCC(=O)C(C)(C)C)cc2)n1 | 106.0 | 0.4
Cc1ccc2c(c1)Cc1c(nc(-c3ccc(Cl)cc3)nc1SCC(=O)N1CCCCC1)O2 | 104.0 | -0.1

Of the compounds above, 11 contain a Cl atom.
SMILES | PV pol inh | PV pol inh FP z-score
Cc1onc(-c2c(F)cccc2Cl)c1-c1nc(-c2ccccc2)no1 | 103.0 | 0.4
CC1CN(C(=O)N2CCC(C(=O)NCc3ccccc3F)CC2)c2cc(Cl)ccc2O1 (stereo not given) | 111.0 | 0.7
CCc1nc2cc(Cl)c(Cl)cc2nc1CC | 102.0 | 0.3
Cn1c(Cc2ccsc2)nnc1Sc1nc2ccc(Cl)cc2s1 | 107.0 | 0.9
CCOC(=O)c1c(C)[nH]c(CCC(=O)Nc2cc(Cl)ccc2OC)c1C | 113.0 | 0.9
Cc1cc(Cl)nc(-c2ccccc2)n1 | 100.0 | -0.3
CN(C)CCN=c1cc(-c2ccccc2)oc2ccc(Cl)cc12 | 95.0 | -1.7
O=C(OCC(=O)N1CCCCC1)c1sc2ccccc2c1Cl | 102.0 | -0.1
Nc1ncc(N=Nc2cc(C(=O)O)ccc2Cl)s1 | 94.0 | -1.6
COC(=O)c1sccc1-c1ccc(-c2ccn(S(=O)(=O)c3ccc(Cl)cc3)n2)o1 | 98.0 | -0.9
Cc1ccc2c(c1)Cc1c(nc(-c3ccc(Cl)cc3)nc1SCC(=O)N1CCCCC1)O2 | 104.0 | -0.1

(next part)
SMILES | PV pol inh | PV pol inh FP z-score
c1csc(NC2=NCCC2)n1 | 101.0 | 0.4
S=C(Nc1ccccc1)N1N=C(c2cccs2)CC1c1cccs1 (stereo not given) | 100.0 | -0.2
O=C(O)c1ccc2c3c(ncnc13)-c1ccccc1C2=O | 95.0 | -2.3
Nc1nc(SCC(=O)Nc2ccccc2C(=O)Nc2ccccc2)n[nH]1 | 102.0 | 0.1
COc1ccc(/C=C/c2nc(C#N)c(N3CCCCC3)o2)cc1OC | 112.0 | 0.9
CN(C(=O)CN1C(=O)c2cc(Cl)c(Cl)cc2C1=O)C1CCS(=O)(=O)C1 (stereo not given) | 105.0 | 0.5
Cc1cc(S(=O)(=O)Nc2cc3c(cc2NCc2ccccc2)n(C)c(=O)n3C)ccc1F | 99.0 | -1.5
Cc1cc2oc(C(=O)N(Cc3ccc(N(C)C)cc3)Cc3ccco3)c(C)c2cc1Cl | 107.0 | 0.1
CC1CC(=O)N(Cc2ccc(F)cc2)c2ccccc2S1(=O)=O (stereo not given) | 105.0 | 1
COc1ccc(C(=O)NCC(c2ccc3c(c2)OCO3)N2CCOCC2)cc1 (stereo not given) | 96.0 | -1
CCN1CCN(c2ncc3c(n2)CCN(CC(C)C)C3)CC1 | 102.0 | -0.5
Cc1ccc(-c2nn(CO)c(=S)o2)cc1 | 99.0 | -0.6
CN(c1ccccc1)C(CNS(=O)(=O)c1ccccc1)c1ccccc1 (stereo not given) | 99.0 | -1.4
CC(=O)Nc1ccc(NC(=O)C2CC(=O)N(Cc3ccccc3)C2)cc1 (stereo not given) | 105.0 | 0.2
COc1ccc(CNC(=O)C2Cc3cc(S(=O)(=O)N4CCCCCC4)ccc3N2C(C)=O)cc1 (stereo not given) | 110.0 | 0.9

Quoted at random: two records from the list, in no set order.
SMILES | PV pol inh | PV pol inh FP z-score
CC(=O)Nc1ccc(NC(=O)C2CC(=O)N(Cc3ccccc3)C2)cc1 (stereo not given) | 105.0 | 0.2
CN(C(=O)CN1C(=O)c2cc(Cl)c(Cl)cc2C1=O)C1CCS(=O)(=O)C1 (stereo not given) | 105.0 | 0.5

(listing goes on)
SMILES | PV pol inh | PV pol inh FP z-score
O=c1c2ccccc2c(-c2n[nH]c(=S)o2)nn1Cc1ccccc1 | 97.0 | -1
O=C(CCc1ccccc1)Nc1ccc(NC(=O)c2ccco2)nc1 | 101.0 | -0.6
Cc1ccc(NC(=O)Cn2nc(Cc3ccncc3)c3ccccc3c2=O)c(Cl)c1 | 109.0 | 1.5
CCCCCCCCCCCCCCCCOC[C@H](COP(=O)([O-])OCC[N+](C)(C)C)OC(C)=O | 101.0&100.0 | 0.1&0
N=c1c2cnn(-c3ccccc3)c2ncn1/N=C/c1ccc(Cl)cc1 | 107.0 | 0.4
COC(=O)C1CCCN1S(=O)(=O)c1ccccc1N (stereo not given) | 102.0 | 0.1
CC(C)(C)C(=O)COC(=O)c1ccc(C#N)cc1 | 100.0 | -0.3
Cc1cccc(OCOc2cccc(C)c2)c1 | 101.0 | 0.3

From PubChem BioAssay
